Screens (PubChem)
KB-V1 MDR tox – kills drug-selected multidrug resistant KB-V1 cells. KB-V1 MDR cells viability, CellTiter-Glo, 72 h. Potency, µM (doses to about 46.1 µM), for inactives: at the highest dose activity change, negative = cytotoxicity, most hits filed as cytotoxic. actives 3.4% (n = 400,000). AID 1347076; also: % is scaled to controls: 0 for no effect and ±100 for the full control effect; nearly all actives have a fitted effect of over 60% in size
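Compound-treated KB-V1 multidrug-resistant cells, 72 h, 37 degrees C; viability by CellTiter-Glo. Fitted qHTS curves give the values.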
KB-3-1 tox – kills parental KB-3-1 adenocarcinoma cells; KB-3-1 viability, CellTiter-Glo ATP luminescence, 72 h; Potency, µM (doses to about 46.1 µM), without a hit: top-dose activity change, negative = cytotoxic, usual class: cytotoxic; actives 1.4% (n = 400,000); also: % is scaled to controls: 0 for no effect and ±100 for the full control effect; nearly all actives have a fitted effect of over 60% in size
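Cytotoxicity measured as CellTiter-Glo luminescence after 72 h at 37 C. Compound titrations were pinned onto drug-naive KB-3-1 parental adenocarcinoma cells grown in DMEM with 10% FBS, and normalized data fitted to concentration-response curves.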
HT1080 IDH1KD tx – kills HT-1080 cells with IDH1 knockdown. HT-1080 IDH1 knockdown viability, ATP luminescence, 48 h. Potency, µM (top dose mostly 46.1 µM), for the others: at the highest dose activity, negative = toxicity, usual class: cytotoxic. actives 2% (n = 360,000). AID 686971;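 also: 0% = DMSO wells and -100% = cell-free medium wells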
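Assay cells: HT-1080 with IDH1 knockdown, 750 per well, RPMI/5% FBS. Exposure: 48 h at 37 °C following 2 h pre-incubation. Read: CellTiter-Glo luminescence; fitted concentration-response, curve class assigned.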
GLP1R ag – agonists of human GLP-1 receptor | P43220 | HEK293 GLP-1R CRE-luciferase, luminescence, 4-6 h; cells express a hypersensitive GLP-1R form | Potency, µM (top dose mostly 45.6 µM), without a hit: at the highest dose activation, most hits filed as activators | actives 0.007% (n = 380,000) | AID 624172; also: % of control where 0% means no effect
Target sequence (P43220 whole entry, looked up): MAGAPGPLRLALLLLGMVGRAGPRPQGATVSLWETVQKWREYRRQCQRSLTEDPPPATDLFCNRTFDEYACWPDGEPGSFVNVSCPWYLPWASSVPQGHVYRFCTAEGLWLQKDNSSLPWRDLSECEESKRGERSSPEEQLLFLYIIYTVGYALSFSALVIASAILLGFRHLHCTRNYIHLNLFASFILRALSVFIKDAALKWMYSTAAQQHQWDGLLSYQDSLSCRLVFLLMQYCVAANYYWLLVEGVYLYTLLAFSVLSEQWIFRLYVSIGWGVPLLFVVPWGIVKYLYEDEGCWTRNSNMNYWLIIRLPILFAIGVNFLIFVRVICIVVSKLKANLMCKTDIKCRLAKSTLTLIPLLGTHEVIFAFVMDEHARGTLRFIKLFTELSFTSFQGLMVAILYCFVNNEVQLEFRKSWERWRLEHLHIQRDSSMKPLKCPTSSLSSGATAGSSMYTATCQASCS
GLP-1R inv ag – acts as inverse agonist at human GLP-1 receptor | Potency, µM (doses to about 38.3 µM), for inactives: top-dose activity change, negative = inhibition, actives largely listed as inhibitors | HEK293 GLP-1R CRE-luciferase, luminescence, 24 h; GLP-1R form is constitutively active | actives 1.6% (n = 410,000) | P43220; also: % is scaled to controls: 0 for no effect and ±100 for the full control effect; nearly all actives have a fitted effect of over 55% in size
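Readout was luciferase luminescence, measured 12 min after detection reagent at room temperature. Beforehand, GLP-1R reporter HEK293 cells had sat 12 h, then received compounds for 24 hr at 37 deg C.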
SW480 rerep – inducers of DNA re-replication in SW480 colon cancer cells; AID 624297; Potency, µM (top dose mostly 46.1 µM), without a hit: top-dose re-replication activation, hits mostly activators; actives 1.8% (n = 340,000); SW480 DNA re-replication, Hoechst DNA content imaging, 48 h; also: % of control where 0% means no effect; nearly all actives have a fitted effect of over 55% in size
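Image-based DNA-content assay: after two days of treatment, nuclei were labelled with the DNA dye Hoechst and imaged, and hits were compounds raising the count of nuclei showing high fluorescence intensity.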
HT1080-NT tox – kills 2HG-producing HT-1080-NT fibrosarcoma cells | HT-1080-NT fibrosarcoma viability, CellTiter-Glo ATP luminescence, 48 h | Potency, µM (titrated, usually from 46.1 µM), without a hit: top-dose activity, negative = less viability, usual class: cytotoxic | actives 1.6% (n = 360,000);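 also: NT is the 2HG producing partner of a matched IDH1 knockdown line; 0% = DMSO-treated cells and -100% = media-only wells without cells; nearly all actives have a fitted effect of over 55% in size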
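750 cells/well, RPMI + 5% FBS; 2 h settle, compound pin-transfer, 48 h at 37 degrees C. CellTiter-Glo 10 min RT, luminescence. Normalized to DMSO and media-only wells.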
TDP-43 yeast inh – rescues yeast growth from TDP-43 toxicity | actives 1.8% (n = 410,000) | TDP-43 expressing yeast growth rescue, BacTiter-Glo, 24 h | Potency, µM (highest dose often 46.1 µM), for the others: at the top dose growth rescue (activation), hits mostly activators; also: % of control where 0% means no effect; nearly all actives have a fitted effect of over 50% in size
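Luminescence from BacTiter-Glo reports growth of TDP-43-expressing yeast after 24 hr at 30 deg C with compound. Cells were raffinose-pregrown to mid-log, then seeded in galactose medium at OD600=0.02.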
GLP1R cytotox – cytotoxicity counter-screen for GLP-1 receptor inverse agonists. Potency, µM (highest dose often 38.3 µM), for the others: at the highest dose activity change, negative = inhibition, hits mostly inhibitors. HEK293 cAMP-luciferase reporter cells, luminescence, 24 h. actives 0.13% (n = 410,000);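 also: loss of luciferase light is scored as toxicity; % is scaled to controls: 0 for no effect and ±100 for the full control effect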
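Luminescence readout: signal drop marks cytotoxicity. Plated cells grew 12 h at 37 °C, 5% CO2, received 23 nL compound for 24 h, then got luciferase reagent, read after 12 min at RT.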
Starred values were filed as active, the others as inactive; ? = inconclusive; / = not tested or not shown; & = joins results of further samples; [ ] = remark or other dose. Calls follow the shape of the dose curve; as a rule, active = well fitted curve in the direction sought with a large enough effect; inconclusive = small, poorly fitted or top-dose-only effect, or another doubt; inactive = no such curve, though single readings can be large; an effect the other way counts as inactive or inconclusive. Potency is read from the fitted curve at half-maximal effect.

SMILES	GLP1R ag	SW480 rerep	KB-V1 MDR tox	GLP1R cytotox	TDP-43 yeast inh	GLP-1R inv ag	KB-3-1 tox	HT1080 IDH1KD tx	HT1080-NT tox
COC(=O)C1=C(C)NC(C)=C(C(=O)O[C@@H]2CCCN(Cc3ccccc3)C2)[C@@H]1c1cccc([N+](=O)[O-])c1	0%&-4%	?	?	-23%	1%	?	-5%	?	?
CC(C)CC(=O)NC(c1ccccc1Cl)c1c(O)ccc2ccccc12 (stereo not given)	-5%	?	21µM*	-33%	4%	8.9µM*	?	?	-26%
CCOC(=O)c1c(CN(CC)CC)n(-c2ccccc2)c2ccc(O)cc12	8%	-4%	-10%	-16%	-5%	?	1%	-26%	0%
Nc1c(-c2ccccc2)cnc2cc(-c3ccccc3)nn12	0%	8%	0%	1%	-8%	10%	-6%	6%	21%
CC(C)N(C(=S)NC1CC2CCC1C2)c1ccccc1 (stereo not given)	7%	-6%	13%	-6%	-1%[9.22 µM]	-13%	2%	14%	13%
COc1ccc(N2CCN(C(=O)NCc3cccc(OC)c3)CC2)cc1	4%	-4%	-10%	-6%	4%	-26%	-15%	5%	12%
Cc1cccc(NC(=S)NCCC(C)C)c1	2%	16%	-24%	0%[1.53 µM]	?	?	-12%	5%	4%
Cc1ccc(Cl)cc1NS(=O)(=O)N1CCOCC1	-3%	-11%	10%	-8%	-12%	2%	-1%	0%	-9%
COc1ccc(NS(=O)(=O)c2cc(NC(=O)C3CC3)ccc2N2CCOCC2)cc1	0%	?	?	1%[7.66 µM]	9%	8%[7.66 µM]	3%	-25%	3%
O=C(NCCN1CCC(n2c(=O)[nH]c3ccccc32)CC1)c1cccnc1	-1%	/	-4%	-5%	30%	19%	16%	1%	15%
O=S(=O)(/N=C(/Nc1cccc2ccccc12)c1ccccc1)c1cccs1	1%	5%	-27%	-28%	18%	?	?	-2%	-6%
COc1cc(-c2nnn(CC(=O)Nc3ccc(OC(F)(F)F)cc3)n2)cc(OC)c1OC	/	/	-19%	?	0%	?	2%	/	/
Cc1cnc(CN2CCCC(C(=O)c3ccc4c5c(cccc35)CC4)C2)[nH]1 (stereo not given)	4%	0%	?	-5%	20%	?	?	?	-26%
O=C(CSc1nc2ccccc2c(=O)n1Cc1ccco1)N1CCN(c2ccccc2)CC1	1%	-17%	-26%	-12%	0%	?	3%	-2%	4%
COc1ccccc1-c1nnc(SCC(=O)N2CCOCC2)n1-c1ccccc1	1%	1%	-3%	6%	-10%	0%	-1%	0%	-1%
C=C1c2cccc(OC)c2O[C@H](C(=O)OCC)[C@@H]1CCCCCC	-6%	21µM*	0%	3%	-2%	?	?	4%&-1%	11%&-2%
O=c1cnnc(Nc2ccc(F)cc2)[nH]1	6%	-2%	22%	-9%	-17%	10%	3%	19%	11%
Cc1c(CCC(=O)N[C@@H](C)C(=O)O)c(=O)oc2cc3oc4c(c3cc12)CCCC4	-2%	-21%	-12%	13%	8%	5%	0%	-8%	-7%
CCOC1=C2CN(S(=O)(=O)c3ccc(C)cc3)C(c3ccc(CC)cc3)CC2N(S(=O)(=O)c2ccc(C)cc2)C(c2ccc(CC)cc2)C1 (stereo not given)	/	/	-6%	-3%	11%	5%	1µM*	9%	17%
CSc1ccccc1NC(=O)c1ccncc1	2%	4%	-12%	-3%	4%	0%	-14%	-3%	0%
O=C(NC(c1ccccc1)C(Cl)Cl)c1ccccc1 (stereo not given)	-4%	-3%	-4%	16%	-2%	15%	1%	5%	8%
Cn1nc(C2CC2)cc1NC(=O)C1(C)CCN1C(=O)CC(c1ccccc1)c1ccccc1 (stereo not given)	5%	/	-14%	-8%	1%	?	0%	0%	2%
O=C(Nc1ccc(OC(F)F)c(Cl)c1)C(c1ccccc1)c1ccccc1	-1%	17%	?	-5%	7%	?	?	16µM*	?
COc1ccc(S(=O)(=O)N2CCC(N3CCN(c4ccccc4OC)CC3)CC2)cc1	7%	1%	-16%	2%	-27%	-13%	-1%	11%	3%
Cc1ccn2c(=O)nc(SCC(=O)NCCc3ccccc3)nc2c1	-4%	-51%[inhibitor]	6%	23%	23%	15%	8%	15%	8%
O=C(C[C@H]1C[C@H](C(=O)N2CCOCC2)[C@@]2(CCC3CCCC3)c3[nH]c4cc(-c5ccco5)ccc4c3CCN2C1=O)NCC12CC3CC(CC(C3)C1)C2	0%	6%	-3%	0%	12%	?	?	-19%	-1%
Cc1nn2c(-c3ccc(Cl)cc3)ccnc2c1-c1ccccc1	-10%	2%	4%	-7%	-3%	24%	14%	21%	22%
COc1cc(Br)cc(CN2CCN(C/C=C/c3ccccc3)CC2)c1O	6%	2%	-16%	-16%	-10%	0%	2%	?	-13%
Cc1cc(OCCCC(=O)Nc2nnc(C3CC3)s2)ccc1Cl	-1%	?	?	0%	-23%	9%	-20%	-4%	1%[9.24 µM]
C/C(CC(=O)Nc1cc(Cl)ccc1C)=N\NC(N)=O	7%	-37%[inhibitor]	?	-11%	-11%	-3%	2%	7%	17%

Structures listed above shown as hits in GLP-1R inv ag.
canonical_smiles | GLP1R ag | SW480 rerep | GLP-1R inv ag
CC(C)CC(=O)NC(c1ccccc1Cl)c1c(O)ccc2ccccc12 (stereo not given) | -5% | ? | 8.9µM*

Continuation:
SMILES	GLP1R ag	SW480 rerep	KB-V1 MDR tox	GLP1R cytotox	TDP-43 yeast inh	GLP-1R inv ag	KB-3-1 tox	HT1080 IDH1KD tx	HT1080-NT tox
Cc1ccc(C(=O)NC(=S)Nc2cccc(NC(=O)c3ccccc3Cl)c2)cc1[N+](=O)[O-]	-8%	-8%	26%	-5%	16%	-22%	9%	19%	-3%
O=C(COC(=O)[C@@H]1CC(O)CN1S(=O)(=O)c1ccc(Cl)cc1)NC(=O)NCc1ccccc1 (stereo not given in full)	-13%	2%	-4%	9%	12%	13%	13%	-1%	5%
O=C(c1cccc(C(F)(F)F)c1)C1CCCN(Cc2cccc(OCCO)c2)C1 (stereo not given)	7%	11%	?	-2%	-31%	?	?	-27%&-19%	-9%&-1%
COc1ccc2c3n([n+]([O-])c2c1)CCN=C3c1ccc(C)cc1	16%	-3%	-1%	0%	-14%	20%	0%	-3%	-28%
C/C(=N\NC(=O)c1cc(C(C)C)[nH]n1)c1ccco1	-5%	-2%	0%	1%	4%	?	10%	2%	1%
CCC(C)[C@H](NC(=O)N1CCC(C)CC1)C(=O)OC (stereo not given in full)	6%	-35%	?	?	-19%	15%	6%	23%	22%
CN(C)c1ccc(NC(=S)NC23CC4CC(CC(C4)C2)C3)cc1	9%	25%	-4%	5%	-23%	-38%	-20%	0%	3%
O=C(NC(Cc1ccccc1)C(=O)O)/C(=C\c1ccccc1F)NC(=O)c1ccccc1 (stereo not given)	1%	1%	16%	7%[7.66 µM]	15%[9.22 µM]	9%[7.66 µM]	11%	3%	8%
COc1cc2c(-c3cc(F)cc(F)c3)c(-c3ccsc3)oc(=O)c2cc1OC	-4%	1%	21%	1%	0%	17%	10%	6%	4%
O=C(CSc1nc2c(oc3ccccc32)c(=O)n1-c1ccccc1)Nc1ccc(F)c(Cl)c1	/	/	-3%	-3%	19%	-14%	21%	/	/
O=C(Nc1ccccc1F)C1CC1c1ccccc1 (stereo not given)	-5%	1%	-4%	7%	0%	3%	6%	20%	13%
Cc1cc(OC(=O)c2ccccc2F)c([N+](=O)[O-])c(=O)[nH]1	-2%	1%	0%	2%	1%	11%	3%	4%	5%
CCNC(=S)Nc1ccc(N(c2ccccc2)C(C)C)cc1	4%	9%	13µM*	-3%	0%	?	21µM*	?	?
Nc1ccc(NC(=O)CCN2CCOCC2)cc1	-20%	-5%	?	16%	-1%	-15%	-3%	12%	20%
CC(NC(=O)CN(c1ccccc1F)S(C)(=O)=O)c1ccccc1 (stereo not given)	-1%	-2%	-7%	-19%	2%	1%	-7%	9%	4%
CC(C)NCCCCOc1ccc(Br)cc1Cl	1%	14%	-10%	-19%	-2%	?	-20%	?	?
CC(C)CCNC(=O)CCCOc1ccccc1	24%	-1%	15%	8%	9%	3%	-2%	14%	10%
COCCNC(=O)C(c1cccs1)N(C(=O)Cn1nnc2ccccc21)c1cccc(C)c1 (stereo not given)	-9%	-2%	2%	-6%	0%	0%	7%	13%	14%
CN1C(C(=O)Nc2ccc(OC(F)(F)F)cc2)=CC(c2ccco2)=NS1(=O)=O	-5%	-12%	?	0%	-4%	?	12%	-23%	?
CCSc1nc2ccccc2n1S(=O)(=O)c1ccccc1	1%	-2%	1%	4%	24%	6%	1%	14%	3%
COc1ccc(N2C(=O)CC(NC34CC5CC(CC(C5)C3)C4)C2=O)c(OC)c1 (stereo not given)	-8%	-3%	1%	-19%	25%	0%	-1%	?	-2%
CCCCNS(=O)(=O)c1ccc2nc(SCC(=O)c3ccc(C#N)cc3)[nH]c2c1	-7%	11%	9%	0%	-5%	-14%	-4%	-6%	-8%
Cc1ccc(SCCN)cc1C	1%	10%	10%	-2%	-7%[9.22 µM]	27%	13%	16%	14%

Sorted by value in GLP1R ag (low to high): some entries from above.
Molecule	GLP1R ag	SW480 rerep	GLP-1R inv ag
COCCNC(=O)C(c1cccs1)N(C(=O)Cn1nnc2ccccc21)c1cccc(C)c1 (stereo not given)	-9%	-2%	0%
CCCCNS(=O)(=O)c1ccc2nc(SCC(=O)c3ccc(C#N)cc3)[nH]c2c1	-7%	11%	-14%
CC(C)CCNC(=O)CCCOc1ccccc1	24%	-1%	3%
